Neddyl block – inhibitors of cullin neddylation, primary screen, biochemical, TR-FRET, uHTS, NAE and Ubc12 | calls only at 25 µM | 360,000 compounds, 0.58% hits; in the data active = inhibition above about 36%
SUMO1 PPI mod – modulators of SUMO1 protein-protein interactions, primary screen, biochemical, uHTS. Small ubiquitin-related modifier 1 (Homo sapiens), P63165. SUMO1 binding to a labelled peptide, TR-FRET, 1 h. inhibition, % at 20 µM. 360,000 compounds, 0.33% hits. AID 602429, 2012; in the data active = inhibition above about 37%
Target sequence (P63165 whole entry, looked up): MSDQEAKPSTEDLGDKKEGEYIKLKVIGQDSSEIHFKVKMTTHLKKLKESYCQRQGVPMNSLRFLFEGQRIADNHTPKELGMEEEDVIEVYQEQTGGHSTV
NadD block – inhibitors of S. aureus NadD, primary screen, biochemical, colorimetric, uHTS. Nicotinate-nucleotide adenylyltransferase NadD (Staphylococcus aureus N315). purified NadD enzyme, colorimetric absorbance read-out. inhibition, % at 20 µM. 360,000 compounds, 0.78% hits; in the data active = inhibition above about 26%; note: some compounds past the cut are filed as inactive
STEP block – STEP phosphatase inhibitors, primary screen, biochemical, fluorescence intensity, uHTS. Tyrosine-protein phosphatase non-receptor type 5 (Homo sapiens), P54829. recombinant STEP, OMFP fluorogenic substrate. inhibition, % at 20 µM. 360,000 compounds, 0.25% hits. AID 588621, 2011;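 active = inhibition at 20 µM, scaled per plate between control wells, above about 37%, limit read from the data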;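 note: 0% = DMSO with enzyme and substrate and 100% = substrate only without enzyme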
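Test system: STEP tyrosine phosphatase / Reagent: OMFP at 25 µM / Doses: 20 µM, 1% DMSO / Read-out: percent inhibition scaled to no-enzyme and uninhibited-enzyme controls, plate-pattern corrected / Detection: FITC-channel fluorescence of OMFP product / Medium: Bis-Tris buffer pH 6.0, 2.5 mM DTT, 0.005% Tween 20 / Schedule: 20 min at room temperature, dark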
Scp1 inh – Scp-1 phosphatase inhibitors, primary screen, biochemical, colorimetric, uHTS. Carboxy-terminal domain RNA polymerase II polypeptide A small phosphatase 1 (Homo …. Recombinant Scp1, phosphopeptide, malachite green phosphate absorbance. AID 493091, 2011. inhibition, % at 20 µM. 340,000 compounds, 0.88% hits;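 active = inhibition above about 50% at 20 µM, limit read from the data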;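 note: plate controls were DMSO wells with enzyme for no effect and wells lacking enzyme for full effect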
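Test system: SCP-1 catalytic domain; Buffer or medium: Acidic Tris acetate buffer with magnesium and detergent; Also added: Phosphorylated 17-residue peptide substrate; Compound: single 20 µM dose, 1% DMSO; Schedule: enzyme reaction 45 min at room temperature, colour 5 min, stabilisation 30 min; Signal: Phosphate-binding colour reagent, absorbance read at 630 nm.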
LMPTP inh – LMPTP phosphatase inhibitors, primary screen, biochemical, fluorescence intensity, uHTS; Low molecular weight phosphotyrosine protein phosphatase (Homo sapiens), P24666; recombinant LMPTP-A, OMFP fluorogenic substrate; inhibition, % at 20 µM; 360,000 compounds, 0.22% hits; AID 651560, 2012;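 active = compounds that cut the enzyme signal by at least half of the control window in the single-dose screen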;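 note: plate controls were DMSO wells with enzyme plus substrate for no effect and substrate without enzyme for full effect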
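Test system: LMPTP-A, protein tyrosine phosphatase of low molecular weight; Input: 0.625 nM enzyme; Incubation: 50 min dark incubation at room temperature; Signal: endpoint fluorescence intensity from OMFP dephosphorylation; Read-out basis: % inhibition versus control wells.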
SKN-1 inh – suppressors of acrylamide-induced Pgst-4::GFP reporter in worms, primary screen, SKN-1 inhibitor project, whole organism, uHTS, GFP/RFP fluorescence ratio, strain VP596; C. elegans VP596 Pgst-4::GFP/RFP ratio, 24 h; inhibition, % at 21.8 µM; 360,000 compounds, 0.49% hits; AID 624304, 2012;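 active = interference check ratio from 0.5 to 1.5 plus GFP to RFP signal ratio inhibition reaching or exceeding a fixed threshold, cut at about 30% in these data, passing the limit was not always enough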; note: some compounds called inactive have numbers as strong as hits
DNMT1 block – human DNMT1 methyltransferase inhibitors, primary screen, biochemical, molecular beacon, fluorescence, HinP1I cleavage, uHTS | inhibition (reported as % activation of signal), % at 10 µM | 360,000 compounds, 0.83% hits; in the data active = inhibition above about 50%
CendR NRP1 mod – modulators of CendR peptide binding to NRP-1, primary screen, biochemical, fluorescence polarization, uHTS | 360,000 compounds, 0.85% hits | FAM-RPARPAR peptide binding to NRP-1 | inhibition, % at 25 µM;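 active = inhibition or corrected inhibition above about 18%, plus a signal ratio from 0.5 to 1.5, limit read from the data, passing the limit was not always enough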; note: strong numbers were not always called active
Target sequence (O14786 whole entry, looked up): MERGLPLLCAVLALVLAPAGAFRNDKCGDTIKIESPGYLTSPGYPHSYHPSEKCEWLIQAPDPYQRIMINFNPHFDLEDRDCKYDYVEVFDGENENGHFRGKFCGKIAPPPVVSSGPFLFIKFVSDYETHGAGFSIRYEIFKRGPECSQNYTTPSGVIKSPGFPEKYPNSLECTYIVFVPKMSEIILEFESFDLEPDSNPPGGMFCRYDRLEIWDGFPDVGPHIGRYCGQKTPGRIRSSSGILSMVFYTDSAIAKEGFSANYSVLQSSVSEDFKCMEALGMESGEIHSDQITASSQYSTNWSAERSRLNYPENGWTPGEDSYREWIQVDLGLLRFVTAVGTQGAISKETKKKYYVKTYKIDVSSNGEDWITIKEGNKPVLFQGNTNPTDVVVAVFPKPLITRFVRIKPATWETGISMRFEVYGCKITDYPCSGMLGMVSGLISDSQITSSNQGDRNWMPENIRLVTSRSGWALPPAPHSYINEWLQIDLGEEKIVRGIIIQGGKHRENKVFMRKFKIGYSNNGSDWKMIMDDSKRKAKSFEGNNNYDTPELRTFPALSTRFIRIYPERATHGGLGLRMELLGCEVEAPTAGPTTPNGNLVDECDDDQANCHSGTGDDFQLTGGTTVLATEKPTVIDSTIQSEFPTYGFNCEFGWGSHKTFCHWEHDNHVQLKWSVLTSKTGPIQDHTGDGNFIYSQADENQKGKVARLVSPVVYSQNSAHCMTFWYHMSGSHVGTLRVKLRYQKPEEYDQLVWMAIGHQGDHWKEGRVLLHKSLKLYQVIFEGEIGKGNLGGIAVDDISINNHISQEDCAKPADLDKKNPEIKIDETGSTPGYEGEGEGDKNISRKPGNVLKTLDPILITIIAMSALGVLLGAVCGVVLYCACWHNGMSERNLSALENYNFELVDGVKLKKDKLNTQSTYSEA
Tb MetRS inh – T. brucei MetRS inhibitors, primary screen, biochemical, luminescence; methionyl-tRNA synthetase (Trypanosoma brucei brucei); purified T. brucei MetRS, ATP depletion, Kinase-Glo luminescence; inhibition, % at 11.9 µM; 360,000 compounds, 0.4% hits; AID 624268, 2012;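 active = inhibition above a per-plate cutoff of the control wells' mean inhibition plus 3 SD, cut at about 5.5% in these data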;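 note: 0% = DMSO wells median and 100% = median of wells with control inhibitor compound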
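Dosing: 11.9 µM single point; system: parasite MetRS enzyme; technique: luminescence of leftover ATP; times: 15 min enzyme-compound preincubation, 2 h reaction, 10 min detection, 25 °C; replicates: each compound tested once; read-out basis: percent inhibition relative to median high and low control wells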
Numbers without * were called inactive; i = inactive; . = no result given.

| entry | molecule | Neddyl block | SUMO1 PPI mod | NadD block | STEP block | Scp1 inh | LMPTP inh | SKN-1 inh | DNMT1 block | CendR NRP1 mod | Tb MetRS inh |
| --- | --- | --- | --- | --- | --- | --- | --- | --- | --- | --- | --- |
| 1 | O=C(COc1ccc(F)cc1Br)Nc1ccccc1N1CCOCC1 | i | 3 | -2 | 1 | 0 | 1.7 | 15 | 2 | -14 | 0.2 |
| 2 | Cn1c(=O)[nH]c(=O)c2c1nc(N1CCN(CCO)CC1)n2Cc1ccccc1Cl | i | -3 | 3 | -1 | -10 | -3.1 | 5 | -1 | 18 | 0.1 |
| 3 | c1ccc(-c2ccccc2-c2nc(-c3ccncc3)no2)cc1 | i | -1 | -5 | 5 | 0 | 1.9 | -22 | -3 | 5 | -1.4 |
| 4 | COc1ccc(CNC(C)CCc2ccccc2)cc1 (centres undefined) | i | -7 | -9 | 0 | 3 | -0.3 | 10 | -3 | -4 | -0.5 |
| 5 | Cc1cc(C(=O)NCCCC(=O)O)c(C)o1 | i | 4 | -4 | 0 | -2 | -0.3 | -1 | -2 | -4 | -0.8 |
| 6 | CC1CCN(S(=O)(=O)c2ccc3[nH]c(=O)ccc3c2)CC1 | i | 1 | 0 | -1 | -8 | -0.4 | 5 | 13 | -6 | 0.4 |
| 7 | COc1cc(/C=N/NC(=O)C(NC(=O)c2ccccc2)c2n[nH]c(=O)c3ccccc23)ccc1OCC(N)=O (centres undefined) | i | -6 | 9 | 9 | -1 | 0.1 | -7 | 3 | 11 | 0.0 |
| 8 | CC1(c2ccc(OC(F)F)cc2)NC(=O)N(CC(=O)Nc2ccc(S(N)(=O)=O)cc2)C1=O (centres undefined) | i | 0 | 5 | -4 | -8 | 1.1 | -6 | -2 | 6 | -0.7 |
| 9 | N#CCCN(C(=O)COC(=O)c1n[nH]c2ccccc12)c1ccccc1 | i | -5 | -6 | -1 | -7 | 0.2 | 4 | 2 | -7 | -0.1 |
| 10 | Cc1cccc(C)c1-n1nnnc1C(c1ccnc2ccccc12)N1CCCN(C(=O)OC(C)(C)C)CC1 (centres undefined) | i | -2 | 4 | . | . | -0.4 | 1 | . | -10 | -0.3 |
| 11 | Cc1ccc(C)c(C(=O)NCCN(C)C)c1 | i | 2 | -2 | -4 | -4 | -4.5 | -4 | 0 | -4 | -0.7 |
| 12 | CC(=O)Nc1cccc(OCC(=O)NC(C)C(C)C)c1 (centres undefined) | i | 0 | 0 | 0 | 3 | -1.8 | 0 | 4 | 25 | -0.7 |
| 13 | CC1=CC(C)C2(CO)COC(c3ccc(O)cc3)C1C2C (centres undefined) | i | -2 | -1 | 0 | 1 | 1.0 | -6 | -14 | 0 | -0.3 |
| 14 | CC(=O)N1CCC(CCCC2CCN(C(C)=O)CC2)CC1 | i | 4 | 0 | -1 | 3 | -0.6 | 16 | 2 | 19 | -0.1 |
| 15 | Cc1ccc(Cn2c(=N)c(C(=O)NC3CCCCC3)cc3c(=O)n4ccccc4nc32)cc1 | . | -27 | 14 | 0 | 15 | 6.7 | -2 | -4 | -30 | -0.1 |
| 16 | CCOC(=O)c1c(CN2CCC(C)CC2)oc2ccc(OC)cc12 | i | 14 | 2 | 1 | -3 | -0.9 | -4 | -3 | 1 | -0.5 |
| 17 | COc1ccc(-n2c3nc4ccccc4nc3c3c(=N)oc(C)nc32)cc1 | i | 7 | 4 | 0 | -8 | 0.9 | 2 | -9 | -7 | 0.3 |
| 18 | Cc1cccc(N2CCN(C(C(=O)NCc3ccccc3)c3ccc(C(F)(F)F)cc3)CC2)c1C (centres undefined) | i | -2 | . | . | . | 0.2 | 11 | . | 14 | -0.8 |
| 19 | Cc1noc(C)c1C(=O)N1CCC(C(=O)c2ccccc2)CC1 | i | 1 | -2 | -4 | 0 | -0.8 | -13 | 1 | 2 | 0.0 |
| 20 | Cc1occc1C(=O)NNC1=CC(=O)CC(C)(C)C1 | i | 0 | 2 | -2 | 0 | -0.7 | 11 | 3 | -4 | -0.3 |
| 21 | CC1=C(C(=O)OCc2ccccc2)C(c2ccccc2OC(F)F)NC(=O)N1 (centres undefined) | i | -1 | 2 | -3 | 27 | 0.5 | 10 | -4 | 4 | -0.8 |
| 22 | COC/C=C/C1=CC2=CC(=O)C(C)(OC(=O)c3cnc4ccccc4n3)C(=O)C2=CN1C(CO)CO (centres undefined) | i | -18 | 1 | 1 | -2 | 1.8 | 3 | -11 | 37* | -0.2 |
| 23 | CC(=O)c1c(COC(=O)c2ccco2)nc2ccccc2[n+]1[O-] | i | -12 | 4 | -1 | -6 | 1.4 | 9 | 7 | 13 | -0.1 |
| 24 | O=c1[nH]c2ccccc2cc1CN(Cc1cccnc1)S(=O)(=O)c1ccc([N+](=O)[O-])cc1 | i | -38 | 3 | 1 | -7 | 0.1 | 18 | 1 | 8 | 0.1 |
| 25 | Cc1cccc(C(=O)NCC(=O)Nc2ccncc2)c1 | i | 2 | 2 | -2 | -7 | -0.7 | 5 | 0 | -2 | -0.2 |

Numbers 24 to 25 of the list above:
| entry | molecule | Neddyl block | SUMO1 PPI mod | NadD block | STEP block | Scp1 inh | LMPTP inh | SKN-1 inh | DNMT1 block | CendR NRP1 mod | Tb MetRS inh |
| --- | --- | --- | --- | --- | --- | --- | --- | --- | --- | --- | --- |
| 24 | O=c1[nH]c2ccccc2cc1CN(Cc1cccnc1)S(=O)(=O)c1ccc([N+](=O)[O-])cc1 | i | -38 | 3 | 1 | -7 | 0.1 | 18 | 1 | 8 | 0.1 |
| 25 | Cc1cccc(C(=O)NCC(=O)Nc2ccncc2)c1 | i | 2 | 2 | -2 | -7 | -0.7 | 5 | 0 | -2 | -0.2 |

Later entries:
| entry | molecule | Neddyl block | SUMO1 PPI mod | NadD block | STEP block | Scp1 inh | LMPTP inh | SKN-1 inh | DNMT1 block | CendR NRP1 mod | Tb MetRS inh |
| --- | --- | --- | --- | --- | --- | --- | --- | --- | --- | --- | --- |
| 26 | CC(C)(Cc1ccc(O)cc1)NC(=O)SCc1ccccc1 | i | 5 | -2 | -2 | -12 | 1.0 | 25 | 3 | -3 | 0.3 |
| 27 | Cc1c[n+]([O-])ccc1[N+](=O)[O-] | i | -43 | -1 | 0 | -15 | -1.1 | 0 | 9 | 4 | -0.1 |
| 28 | C[N+]1(CCn2ccc3ccccc32)CCCCC1 | i | -2 | 3 | 0 | -1 | -1.7 | 3 | -4 | 9 | 0.0 |
| 29 | NC(=O)CC(NC(=O)c1cccc(Br)c1)c1ccc(N2CCN(c3ccc(F)cc3)CC2)c([N+](=O)[O-])c1 (centres undefined) | i | -8 | -11 | 2 | -13 | -0.5 | 1 | -2 | 8 | -0.1 |
| 30 | COc1ccc([C@H]2CC(=O)C=C(c3ccc4cc[nH]c4c3)C2)cc1 | i | -19 | 24 | -2 | -8 | 3.4 | 14 | -10 | -12 | -0.2 |
| 31 | CCOC(=O)c1sc(NC(=O)C2CC(=O)N(c3ccc(OCC)cc3)C2)nc1C (centres undefined) | i | 2 | -1 | -1 | -5 | -0.6 | -6 | 3 | 8 | -0.7 |
| 32 | CCOC(=O)c1ccc(N2C(=O)C(O)=C(C(C)=O)C2c2ccccn2)cc1 (centres undefined) | i | -7 | -4 | -2 | 5 | -0.2 | 3 | 0 | -1 | 0.1 |
| 33 | COc1ccc(NC(=O)CN2C(=O)COc3ccc(S(=O)(=O)N4CCOCC4)cc32)cc1Cl | i | 3 | -6 | -3 | -3 | -0.1 | 8 | -1 | -7 | 0.5 |
| 34 | CCOc1ccc(N2C(=O)C3C(c4ccccc4F)NN(C(=O)c4ccc(C)cc4)C3C2=O)cc1 (centres undefined) | i | 2 | 7 | -2 | -12 | 0.7 | 9 | -2 | -3 | 0.9 |
| 35 | O=C(Nc1cccc(O)c1)c1ccc(NC(=O)c2cccs2)cc1 | i | 12 | -1 | -4 | -13 | 1.3 | -12 | -4 | 11 | 0.0 |
| 36 | O=C1C=C(c2ccc(-c3ccccc3)cc2)C[C@@H](c2ccc(F)cc2)C1 | i | 1 | 0 | 4 | -14 | 3.4 | 16 | 1 | 6 | -0.1 |
| 37 | Nn1c(SCc2cccc(Br)c2)nnc1-c1cccnc1 | i | -2 | 4 | 0 | 11 | -0.5 | -1 | 1 | 11 | 0.5 |
| 38 | O=C(Cn1c(=O)oc2ccccc21)NC(=O)NCc1ccco1 | i | 3 | -3 | -2 | -2 | -0.5 | 5 | 5 | 4 | -0.5 |
| 39 | O=C(CSCc1ccc([N+](=O)[O-])cc1)NC1CC1 | i | -11 | 6 | 0 | -7 | -0.3 | -3 | -1 | -7 | 0.1 |
| 40 | CCCNC(=O)c1cc(C2CCCCN2C(=O)c2ccc(C#N)cc2)on1 (centres undefined) | i | -5 | -3 | -1 | . | -2.3 | 10 | 1 | -3 | 0.1 |
| 41 | CC(C)(C)c1ccc(-n2ncc3c2CCCC3NC(=O)c2ccncc2)cc1 (centres undefined) | i | 5 | -9 | -1 | -12 | 0.0 | -6 | 2 | 9 | -0.3 |

Single records, from the list above. Order of screens: Neddyl block	SUMO1 PPI mod	NadD block	STEP block	Scp1 inh	LMPTP inh	SKN-1 inh	DNMT1 block	CendR NRP1 mod	Tb MetRS inh
Profile of NC(=O)CC(NC(=O)c1cccc(Br)c1)c1ccc(N2CCN(c3ccc(F)cc3)CC2)c([N+](=O)[O-])c1 (centres undefined) = i	-8	-11	2	-13	-0.5	1	-2	8	-0.1
Profile of O=C(Cn1c(=O)oc2ccccc21)NC(=O)NCc1ccco1 = i	3	-3	-2	-2	-0.5	5	5	4	-0.5
Profile of Nn1c(SCc2cccc(Br)c2)nnc1-c1cccnc1 = i	-2	4	0	11	-0.5	-1	1	11	0.5
Profile of COc1ccc([C@H]2CC(=O)C=C(c3ccc4cc[nH]c4c3)C2)cc1 = i	-19	24	-2	-8	3.4	14	-10	-12	-0.2
Profile of CCCNC(=O)c1cc(C2CCCCN2C(=O)c2ccc(C#N)cc2)on1 (centres undefined) = i	-5	-3	-1	.	-2.3	10	1	-3	0.1

High-throughput results as filed in PubChem.
